# SIRT5 inh: SIRT5 desuccinylase inhibitors, primary screen, biochemical, fluorescence imaging, single point, set 5. NAD-dependent protein deacylase sirtuin-5, mitochondrial (Homo sapiens), Q9NXA8. Purified SirT5, succinyl-peptide AMC, trypsin-coupled fluorescence. actives 1.1% (n = 330,000). inhibition, % at 15 µM; in the data active means inhibition above about 15%; inconclusive means no clear call, values can overlap the other calls
# Target sequence (Q9NXA8 whole entry, looked up): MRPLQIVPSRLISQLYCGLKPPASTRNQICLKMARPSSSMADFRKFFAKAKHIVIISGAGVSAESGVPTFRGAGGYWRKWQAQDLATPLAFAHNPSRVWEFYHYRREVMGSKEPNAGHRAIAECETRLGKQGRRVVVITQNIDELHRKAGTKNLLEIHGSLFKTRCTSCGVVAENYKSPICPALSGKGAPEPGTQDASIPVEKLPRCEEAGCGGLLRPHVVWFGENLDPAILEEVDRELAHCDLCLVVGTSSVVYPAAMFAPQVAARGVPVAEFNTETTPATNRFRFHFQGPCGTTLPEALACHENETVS
# ARNT-TACC3 inh: disruptors of ARNT/TACC3 protein interaction, primary screen, biochemical, AlphaScreen, single concentration; AlphaScreen His-ARNT PAS-B/GST-TACC3 binding, luminescence; TACC3 fragment carries E629A point mutation; inhibition, % at 9.99 µM; actives 0.66% (n = 390,000); AID 623870, 2012;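 active means mean inhibition of replicates at least 50% and at least half of replicates each reaching 50%; inconclusive means half or more replicates reach 50% but mean below 50%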;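 further: 0% = complete ARNT plus TACC3 wells and 100% = ARNT alone without TACC3; many hits fall short of the cut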
# DENV2 CPE rescue: inhibitors of DENV2 cytopathic effect, primary screen, cell-based, plate reader, single concentration | DENV2-infected cells, cytopathic effect rescue | actives 1.7% (n = 350,000) | CPE inhibition, % at 9.99 µM; in the data active means CPE inhibition above about 20%, passing the limit was not always enough; inconclusive means no clear call, values can overlap the other calls; tested in BHK-21 cells;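 further: 0% = median of neutral control wells and 100% = median of positive control wells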
# PAX8 inh HTS: inhibitors of PAX8-driven TPO luciferase reporter, primary screen, RMG-I cells, single concentration | inhibition, % at 12.6 µM | SteadyGlo, 24 h | AID 652154, 2013 | actives 1.2% (n = 360,000);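 active means mean replicate inhibition at least 60% with every replicate also reaching 60%; inconclusive means only one of the two criteria is met; inactive means mean below 60% and not all replicates reaching 60%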;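 further: luciferase light reporting Pax8 driven TPO promoter activity; plate controls were median of neutral control wells for no effect and mitoxantrone controls for full effect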
# EWS-Fli inh: EWS/Fli-driven NR0B1 reporter inhibitors, primary screen, A673 cells, NR0B1 luciferase, luminescence, MLPCN library; viability-normalised; inhibition, % at 12.6 µM; actives 0.67% (n = 350,000); AID 651661, 2012;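 active means mean inhibition of at least 50% after viability correction, with every replicate also passing that limit; inconclusive means mean reaches 50% but only one of two replicates passes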;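 further: firefly luciferase signal divided by Alamar Blue viability fluorescence both relative to DMSO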
# Casp6 inh: human caspase-6 inhibitors, primary screen, biochemical, VEID-R110 fluorescence, single point, set 2; inhibition, % at 12.5 µM; AID 686996, 2013; actives 0.53% (n = 350,000); purified caspase-6, Z-VEID-R110 cleavage fluorescence; P55212;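 active means mean inhibition across replicates at least about 35%, with every replicate also reaching that limit, limit read from the data; inconclusive means only one of the two criteria met; inactive means neither criterion met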;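 further: 0% = median of neutral control wells and 100% = no fluorescence left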
# Target sequence (P55212 24-179 limits assumed): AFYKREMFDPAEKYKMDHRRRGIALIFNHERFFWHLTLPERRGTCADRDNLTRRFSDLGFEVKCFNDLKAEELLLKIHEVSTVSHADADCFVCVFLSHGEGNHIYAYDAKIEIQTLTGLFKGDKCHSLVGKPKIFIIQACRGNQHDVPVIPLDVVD
# Target sequence (P55212 194-293 limits assumed): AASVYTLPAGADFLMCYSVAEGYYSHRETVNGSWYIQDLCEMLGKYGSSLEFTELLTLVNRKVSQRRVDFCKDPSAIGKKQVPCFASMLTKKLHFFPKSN
# LGR2 antag: inhibitors of bursicon-induced LGR2 CRE-luciferase signal, primary screen, cell-based, HEK293, CRE-luciferase reporter, bursicon stimulation; bursicon-stimulated, 4 h; Drosophila bursicon receptor LGR2 (rickets); inhibition, % at 9.99 µM; actives 0.35% (n = 380,000);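 active means drop in luminescence signal, shown as inhibition above about 50% in the replicate tests, limit read from the data, passing the limit was not always enough; inconclusive means probably only some replicates passing the limit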;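 further: agonist challenge used bursicon conditioned medium at about half maximal strength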
# The depositor's hits bear a star; ? = inconclusive; . = no result given; & = joins results of further samples. Random draw from the library; 4.9% or so of the library scored in one or more.
# Screens in order: SIRT5 inh	ARNT-TACC3 inh	DENV2 CPE rescue	PAX8 inh HTS	EWS-Fli inh	Casp6 inh	LGR2 antag
1: Cc1ccn2c(NC3CCCCC3)c(-c3ccc(SC4CCCCC4)cc3)nc2c1
  .	.	37*	-23	8	-3	5
2: O=C(O)C(=Cc1ccc([N+](=O)[O-])cc1)c1ccccc1
  .	.	18	10	1	1	-1
3: CCOC(=O)CC1=NN(c2ccccc2)C(=O)/C1=C\c1ccc(N(C)C)cc1
  113*	1	6	5	7	-1	-7
4: CCSc1nnc(NC(=O)[C@@H](NC(=O)c2ccccc2F)C(C)C)s1
  1	0	-1	-4	-11	-2	-28
5: O=C(COC(=O)C12CC3CC(CC(O)(C3)C1)C2)NC12CC3CC(CC(C3)C1)C2
  .	-2	1	8	2	0	-10
6: CCC(=O)N1N=C(c2cccs2)CC1c1ccc(C)cc1 (stereo not given)
  2	-4	-1	22	11	-4	2
7: CC(=O)c1ccc(N2CCCCC2)c(F)c1
  -8	-17	1	-13	-10	-2	-12
8: CN1CCN(C(=O)/C(=C/c2cccc([N+](=O)[O-])c2)NC(=O)c2ccccc2)CC1
  -6	-1	-1	-10	2	3	-13
9: CS(=O)(=O)c1ccc(Cl)c(NC(=O)COC(=O)CNC(=O)c2cccs2)c1
  0	-8	-3	-11	-7	2	-13
10: Cc1ccc(C(C)C)cc1S(=O)(=O)Nc1cccnc1
  -2	-1	-1	0	-1	0	-7
11: O=C(Nc1ccccc1N1CCOCC1)c1ccc(Cl)c(S(=O)(=O)NCc2ccco2)c1
  0	-2	0	23	-7	3	-8
12: CC(Oc1cccc(Cl)c1)C(=O)Nc1ccc(N2CCOCC2)cc1N1CCOCC1 (stereo not given)
  -2	15	1	24	9	4	16
13: Cc1cc(C)c(NC(=O)CCN2C(=O)c3ccccc3S2(=O)=O)c(C)c1
  1	-6	9	.	2	2	-10
14: O=C(NC1CCc2ccccc21)c1cc(COc2ccc(F)cc2F)on1 (stereo not given)
  1	-5	8	-7	-4	-1	8
15: CC(C)c1ccccc1NS(=O)(=O)N(C)C
  .	-24	3	9	-4	0	-9
16: COc1cccc(CNC(=O)C2CCN(S(=O)(=O)c3cccc4nonc34)CC2)c1
  -12	29	-6	-13	-3	2	12
17: CCOC(=O)c1c(C)nn(-c2ccc(NC(=O)CSCC(=O)O)cc2)c1C
  3	21	-7	-5	2	2	10
18: CCOc1ccc(S(=O)(=O)N2CCCC(C(=O)NCc3ccccn3)C2)cc1C (stereo not given)
  -2	.	-2	-1	14	-2	-21
19: C[C@H]1CN([C@@H](C)CO)C(=O)c2cccc(NC(=O)Nc3ccc4c(c3)OCO4)c2O[C@H]1CN(C)C(=O)Nc1ccc(C(F)(F)F)cc1
  0	4	-15	.	-15	-1	-6
20: CCCN1CCN(CCCNC(=O)c2cc3c(=O)[nH]c4ccc(C)cc4c3s2)CC1
  -9	12	?	6	16	-24	-14
21: O=C(CC(c1ccccc1)c1ccccc1)Nc1ccc(O)cc1
  1	-12	3	-21	7	1	0
22: C[C@H]1CN([C@@H](C)CO)C(=O)c2cc(NC(=O)CCC(F)(F)F)ccc2O[C@@H]1CN(C)S(=O)(=O)c1ccc(F)cc1
  3	-3	-3	-8	2	2	-1
23: C[C@@H]1CN([C@@H](C)CO)C(=O)c2cc(NS(=O)(=O)c3cccs3)ccc2O[C@H]1CN(C)Cc1ccc(-c2ccccc2)cc1
  10	2	-2	33	3	1	15
24: Cc1n[nH]c(=O)c2c(NC(=O)COC(=O)c3cc(F)cc(F)c3)oc(C)c12
  2	.	4	10	6	3	-1
25: OC(CCN1CCOCC1)c1ccccc1 (stereo not given)
  -2	1	-1	-2	0	-4	-1
26: CCC(c1n[nH]c(=S)n1-c1ccccc1)N(C)C (stereo not given)
  -10	-3	.	11	-9	-1	-28
27: CC(=O)N1CC[C@@H]2[C@@H](CO)Nc3ccc(C#Cc4cccnc4)cc3[C@@H]21
  7	-4	9	-17	-1	-2	5
28: Cc1cccc(NC(=O)c2ccc3c(c2)CCN3S(C)(=O)=O)c1
  6	7	-4	-81	-76	0	-72
29: COc1ccc(NC(=O)Nc2ccc3c(c2)C(=O)N([C@@H](C)CO)C[C@H](C)[C@H](CN(C)C(=O)c2ccccc2)OCCCC[C@@H](C)O3)cc1
  1	-4	?	13	-2	1	13
30: CCCNC(=O)N1[C@H](CO)[C@@H]2c3ccccc3N(C(=O)C3CC3)C[C@@H]21
  1	-4	-4	6	0	-1	-17
31: COc1cccc(C(=O)Nc2ccc3c(c2)C(=O)N(C)[C@@H]2CC[C@@H](CC(=O)N[C@H](C)c4ccccc4)O[C@H]2CO3)c1
  2	-13	-10	18	5	0	13
32: COc1ccc(-c2oc3ccccc3c2C(=O)Oc2ccccc2)cc1
  1	-4	.	-5	-46	-2	-39
33: CC(=O)N1CC(=O)N2[C@H](CO)[C@@H](c3ccc(-c4ccncc4)cc3)[C@@H]2C1
  -4	.	3	-31	-1	0	-4
34: CCOC(=O)CNC(=O)C1CCCc2c1[nH]c1ccc(Cl)cc21 (stereo not given)
  -2	-1	-1	5	15	-2	12
35: O=C(OCC(=O)C12CC3CC(CC(C3)C1)C2)c1cnccn1
  -2	-3	9	-11	-4	-4	29
36: CC(C)Oc1ccc(C(=O)Nc2cccc(S(=O)(=O)N3CCCC3)c2)cc1
  .	-4	-7	-21	-2	-4	3
37: C[C@H]1CN([C@@H](C)CO)C(=O)c2cc(NC(=O)NC3CCCCC3)ccc2O[C@H]1CN(C)S(=O)(=O)c1ccc(F)cc1
  -5	2	13	20	18	0	-11
38: COc1ccccc1C(=O)N1C[C@H]2[C@@H](c3ccccc31)[C@@H](CO)N2Cc1ccc(F)cc1
  16*	-4	0	19	10	2	7
39: CC(C)(O)[C@@H]1CC[C@@](C)(C2CC[C@]3(C)C2[C@H](O)CC2[C@@]4(C)CC[C@H](O)C(C)(C)C4[C@@H](O[C@H]4O[C@@H](CO)[C@H](O)[C@@H](O)[C@@H]4O[C@@H]4O[C@H](CO)[C@@H](O)[C@H](O)[C@H]4O)C[C@]23C)O1 (stereo in doubt)
  .	-8	6	-9	-5	19	3
40: CC(=O)N1[C@@H](CO)[C@@H](c2ccc(-c3cccc(F)c3)cc2)[C@@H]1CNC(=O)C1CC1
  .	-11	7	7	-11	.	0
41: COc1ccc2c3c([nH]c2c1)[C@@H](CO)N(C(=O)c1ccccc1)CC31CN(C)C1
  .	.	-7	.	-1	.	-6
42: Cc1cc(Cl)ccc1OC(C)C(=O)Nc1ccc([N+](=O)[O-])cn1 (stereo not given)
  .	1	.	-19	.	.	-2
43: O=S(=O)(c1ccccc1F)N1CC[C@H]2[C@H](CO)Nc3ccc(-c4ccccc4F)cc3[C@H]21
  9	9	17	3	2	0	-14
44: O=C(N/N=C/c1ccc[nH]1)c1cc(-c2ccc(Cl)cc2)nc2ccccc12
  -1	12	-10	9	54*	-1	10
45: O=C(OCC(=O)c1c[nH]c2ccccc12)c1ccc(F)c(S(=O)(=O)N2CCOCC2)c1
  1	.	-5	0	6	1	6
46: CC(=O)NC(Cc1ccccc1F)C(=O)NC1CCN(S(=O)(=O)c2ccccc2)CC1 (stereo not given)
  -4	-8	-5	-10	-2	1	-6
47: Cc1ccc(C)c(CN2C(=O)c3ccccc3S(=O)c3ccc(C(=O)NCCCN4CCCC4)cc32)c1 (stereo not given)
  -3	6	3	2	5	-12	-17
48: O=C(Nc1ccc(C(=O)O)cc1)/C(=C\c1ccc([N+](=O)[O-])cc1)NC(=O)c1ccc(Br)cc1
  1	7	.	19	8	10	-15
49: O=C(c1cccs1)N(c1ccc(F)cc1)C1C=CS(=O)(=O)C1 (stereo not given)
  -1	.	6	-3	7	3	-5
50: CCOC(=O)C1(C)NC(c2cccs2)C2C(=O)N(c3ccc(C)cc3)C(=O)C21 (stereo not given)
  -1	-2	-4	10	5	2	19
51: O=C1CSCC(=O)N1Cc1ccc(Cl)c(Cl)c1
  -1	-5	0	-6	-5	3	0
52: CC1CN(C(=O)CSc2nnc(C3CCCCC3)n2N)CC(C)O1 (stereo not given)
  -1	3	2	2	-1	-3	-1
53: CN1CCN(CC(O)COC(c2ccc(Cl)cc2)c2ccc(Cl)cc2)CC1 (stereo not given)
  -6	2	1	27	31	-20	1
54: Cc1ccccc1CNc1nnnn1C
  1	2	-1	13	3	.	9
55: CCOC(=O)[C@@H]1[C@@H]2C=C[C@]3(O2)[C@H](C(=O)NCc2ccccc2)N(CCCCCCO)C(=O)[C@@H]13
  4	.	1	109*	32	-7	.
56: O=C(c1cccc(Oc2ccc([N+](=O)[O-])cc2)c1)N1CCOCC1
  1	0	97*	8	7	1	-15
57: Cc1cc(C)n(CCc2nc(-c3ccc(C(C)(C)C)cc3)cs2)n1
  .	-8	0	-11	.	3	-19
58: COc1cccc(S(=O)(=O)N(C)C[C@@H]2Oc3ncc(-c4cccc(C(=O)N(C)C)c4)cc3C(=O)N([C@H](C)CO)C[C@H]2C)c1
  5	-3	-6	.	-7	10	3
59: COc1ccccc1C(OC(=O)c1ccco1)C(=O)NCc1ccc(F)cc1 (stereo not given)
  1	.	-6	-6	-1	.	-2
60: COc1ccc(NC(=O)C2CCCC2)cc1
  1	-1	8	-5	-5	1	-12

# Some of the entries above, reformatted.
56. O=C(c1cccc(Oc2ccc([N+](=O)[O-])cc2)c1)N1CCOCC1
45. O=C(OCC(=O)c1c[nH]c2ccccc12)c1ccc(F)c(S(=O)(=O)N2CCOCC2)c1
36. CC(C)Oc1ccc(C(=O)Nc2cccc(S(=O)(=O)N3CCCC3)c2)cc1

assay / entry | 56 | 45 | 36
SIRT5 inh | 1 | 1 | .
ARNT-TACC3 inh | 0 | . | -4
DENV2 CPE rescue | 97* | -5 | -7
PAX8 inh HTS | 8 | 0 | -21
EWS-Fli inh | 7 | 6 | -2
Casp6 inh | 1 | 1 | -4
LGR2 antag | -15 | 6 | 3

# Additional entries follow:
# Screens in order: SIRT5 inh	ARNT-TACC3 inh	DENV2 CPE rescue	PAX8 inh HTS	EWS-Fli inh	Casp6 inh	LGR2 antag
61: O=C(c1cc(Cl)cc(Cl)c1)N1CCC(=O)N(C(COCc2ccccc2)Cc2ccccc2)CC1 (stereo not given)
  .	-1	1	20	19	-1	.
62: COc1ccc(Cl)cc1NC(=S)NCCSc1ccc(C)cc1
  0	-1	6	13	7	2	-2
63: CCCCn1c(NCc2cccs2)nc2ccccc21
  5	-5	-1	4	5	-1	-1
64: Cc1cccc(CSCCNC(=O)c2ccc(CN3CCOCC3)cc2)c1
  .	-4	-4	3	3	17	.
65: COc1ccc(OC)c(NC(=O)C(=O)c2cn(CC(=O)N3CCCC3)c3ccccc23)c1
  0	1	-4	.	-14	-4	-12
66: NC(=O)N1c2ccccc2C=Cc2ccccc21
  -1	10	2&-18	10	-6&-2	0&-7	14&6
67: CC(C)(C)NS(=O)(=O)c1ccc2[nH]c3c(c2c1)CCCCC3
  0	1	0	5	-18	1	-4
68: CCCNC(=O)Nc1ccc2c(c1)C(=O)N(C)C[C@H](OC)[C@@H](C)CN(C(=O)c1ccccc1F)[C@H](C)CO2
  1	8	-1	.	-5	.	9
69: Cc1ccc2nc(N3CC(=O)Nc4ccccc43)nc(-c3ccccc3)c2c1
  .	4	.	-4	.	.	-6
70: Cc1ccsc1C(=O)OCC(=O)NCCNC(=O)COC(=O)c1sccc1C
  -3	-14	-27	19	-2	-9	-9
71: CC1CCCCN1S(=O)(=O)c1ccc(C(=O)Nc2nnc(-c3ccccn3)o2)cc1 (stereo not given)
  .	14	.	10	11	0	-1
72: CCN1CCc2nc(N)sc2C1
  -2	7	-1	-6	12	-27	12
73: O=C(Cc1c[nH]c2ccccc12)NCC(=O)Nc1ccc(F)c(F)c1F
  -1	.	-3	29	14	-3	2
74: COc1ccc(CN(C)C[C@@H]2Oc3c(NC(=O)NC4CCCCC4)cccc3C(=O)N([C@H](C)CO)C[C@@H]2C)cc1
  -3	4	13	-9	5	4	9
